GBA enhancer = enhancers of human beta-glucosidase activity in Gaucher fibroblasts; L444P Gaucher fibroblasts, 4-MU-glucoside fluorescence, 3 days; activation, % at 10 µM; 30,000 compounds, 0.44% hits; AID 784; in the data active = activation above about 65%;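 also: 0% = vehicle wells and 100% = positive control wells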
Target sequence (P04062 whole entry L483P): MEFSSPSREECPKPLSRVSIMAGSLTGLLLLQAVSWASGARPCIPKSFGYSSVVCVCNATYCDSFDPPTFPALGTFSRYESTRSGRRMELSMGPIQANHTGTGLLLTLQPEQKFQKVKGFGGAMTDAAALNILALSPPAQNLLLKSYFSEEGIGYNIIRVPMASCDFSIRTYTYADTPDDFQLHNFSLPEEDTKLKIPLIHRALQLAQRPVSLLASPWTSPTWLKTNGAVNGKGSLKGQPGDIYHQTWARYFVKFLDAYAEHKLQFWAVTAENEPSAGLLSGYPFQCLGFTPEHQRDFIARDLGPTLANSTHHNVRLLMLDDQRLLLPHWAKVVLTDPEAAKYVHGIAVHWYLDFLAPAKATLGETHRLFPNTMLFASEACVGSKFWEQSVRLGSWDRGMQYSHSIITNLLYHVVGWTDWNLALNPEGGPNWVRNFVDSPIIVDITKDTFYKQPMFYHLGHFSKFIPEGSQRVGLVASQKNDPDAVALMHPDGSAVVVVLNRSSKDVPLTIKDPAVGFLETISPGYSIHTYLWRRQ
The depositor's hits bear a star.

1. CCCS(=O)(=O)N1CCCC(C(=O)N2CCC(Cc3ccccc3)CC2)C1 (stereo unspecified)
  GBA enhancer: -14.1

2. CC(=O)NC1(C(F)(F)F)C(=O)NC(C)=C1C#N (stereo unspecified)
  GBA enhancer: 4.8

3. O=C(NO)C1CC2C=CC1C2 (stereo unspecified)
  GBA enhancer: -18.6

4. CC1=NC(C)Cc2ccccc21 (stereo unspecified)
  GBA enhancer: -11.9

5. Cc1ccc(N(C(=O)Cn2nnc(-c3ccc(C)o3)n2)C(C(=O)NC2CCCC2)c2ccco2)cc1 (stereo unspecified)
  GBA enhancer: 12.6

6. CCC(C)N(C(=O)c1csnn1)C(C(=O)NCc1ccc(F)cc1)c1ccco1 (stereo unspecified)
  GBA enhancer: -12.8

7. COCCOC(=O)C1=C(N)OC2=C(C(=O)CC(C)(C)C2)C1c1cccnc1 (stereo unspecified)
  GBA enhancer: -8.1

8. CCn1c(CNC(=O)c2cccs2)nnc1SCC(=O)NCCc1ccccc1
  GBA enhancer: 15.9

9. COc1ccccc1C1/C(=C(/O)c2ccccc2)C(=O)C(=O)N1CC(C)C (stereo unspecified)
  GBA enhancer: -31.2

10. C1CN(c2nc3nonc3nc2N2CCOCC2)CCO1
  GBA enhancer: -23.4

A draw from above in order of number of heavy atoms, ascending.
3. O=C(NO)C1CC2C=CC1C2 (stereo unspecified)
  GBA enhancer: -18.6

2. CC(=O)NC1(C(F)(F)F)C(=O)NC(C)=C1C#N (stereo unspecified)
  GBA enhancer: 4.8

9. COc1ccccc1C1/C(=C(/O)c2ccccc2)C(=O)C(=O)N1CC(C)C (stereo unspecified)
  GBA enhancer: -31.2

Going on with the list.
11. Cc1cc(NC(=O)CSc2nc(-c3ccccc3)cs2)no1
  GBA enhancer: -28.3

12. COc1ccc(OCC(=O)c2c(O)c3ccccc3oc2=O)cc1
  GBA enhancer: -16.3

13. CCOC(=O)C1CCN(C(=O)CSC2=NCCS2)CC1
  GBA enhancer: 6.6

14. COc1ccc(-c2noc(CCC(=O)NC3CCCCC3)n2)cc1OC
  GBA enhancer: 2.2

15. CCN1CCCC1CNC(=O)CSCc1nc(-c2ccccc2C)oc1C (stereo unspecified)
  GBA enhancer: -25.7

16. Cc1ccc(-c2nnc(CSc3nncn3N)o2)cc1
  GBA enhancer: 4.9

17. CC1CN(C(=O)c2ccccc2)OC(c2ccc3c(c2)OCO3)O1 (stereo unspecified)
  GBA enhancer: -13.3

18. CCCS(=O)(=O)C(=C1NCCO1)S(=O)(=O)CCC
  GBA enhancer: -9.3

19. Cc1ccc(OCC(=O)NCc2ccco2)cc1C
  GBA enhancer: -9.8

20. CCN(CC)CCNc1nc2c(c(=O)[nH]c(=O)n2C)n1CC(O)COc1ccc(Cl)cc1Cl (stereo unspecified)
  GBA enhancer: -2.4

Ordered by number of heavy atoms (descending): part of the list above
5. Cc1ccc(N(C(=O)Cn2nnc(-c3ccc(C)o3)n2)C(C(=O)NC2CCCC2)c2ccco2)cc1 (stereo unspecified)
  GBA enhancer: 12.6

20. CCN(CC)CCNc1nc2c(c(=O)[nH]c(=O)n2C)n1CC(O)COc1ccc(Cl)cc1Cl (stereo unspecified)
  GBA enhancer: -2.4

8. CCn1c(CNC(=O)c2cccs2)nnc1SCC(=O)NCCc1ccccc1
  GBA enhancer: 15.9

7. COCCOC(=O)C1=C(N)OC2=C(C(=O)CC(C)(C)C2)C1c1cccnc1 (stereo unspecified)
  GBA enhancer: -8.1

14. COc1ccc(-c2noc(CCC(=O)NC3CCCCC3)n2)cc1OC
  GBA enhancer: 2.2

12. COc1ccc(OCC(=O)c2c(O)c3ccccc3oc2=O)cc1
  GBA enhancer: -16.3

11. Cc1cc(NC(=O)CSc2nc(-c3ccccc3)cs2)no1
  GBA enhancer: -28.3

10. C1CN(c2nc3nonc3nc2N2CCOCC2)CCO1
  GBA enhancer: -23.4

13. CCOC(=O)C1CCN(C(=O)CSC2=NCCS2)CC1
  GBA enhancer: 6.6

19. Cc1ccc(OCC(=O)NCc2ccco2)cc1C
  GBA enhancer: -9.8

18. CCCS(=O)(=O)C(=C1NCCO1)S(=O)(=O)CCC
  GBA enhancer: -9.3

2. CC(=O)NC1(C(F)(F)F)C(=O)NC(C)=C1C#N (stereo unspecified)
  GBA enhancer: 4.8

4. CC1=NC(C)Cc2ccccc21 (stereo unspecified)
  GBA enhancer: -11.9

3. O=C(NO)C1CC2C=CC1C2 (stereo unspecified)
  GBA enhancer: -18.6

Continued.
21. COc1ccccc1-c1noc(CCC(=O)Nc2ccccc2Cl)n1
  GBA enhancer: 11.2

22. COc1cc(-n2cnnn2)ccc1S(=O)(=O)N1CCOCC1
  GBA enhancer: 9.8

23. C=CCn1c(SCC(N)=O)nnc1-c1cc(Br)ccc1O
  GBA enhancer: -3.0

24. Clc1ccc(C(c2nnnn2C2CCCCC2)N(Cc2cccnc2)Cc2ccco2)cc1 (stereo unspecified)
  GBA enhancer: -9.5

25. COC(=O)c1c(N)c2ccccc2[nH]c1=O
  GBA enhancer: -11.2

26. COC(=O)C1=C(NC(=O)c2cccc(C)c2)CCS1
  GBA enhancer: -11.4

27. CCS(=O)(=O)c1ccc(O)c(NC(=O)Nc2ccccc2)c1
  GBA enhancer: 1.3

28. O=C(O)c1ccc(CSc2ncn[nH]2)cc1
  GBA enhancer: -6.3

29. O=C(O)C1C2C=CC(O2)C1C(=O)Nc1ccc(S(=O)(=O)N2CCc3ccccc32)cc1 (stereo unspecified)
  GBA enhancer: 4.6

30. CC(C)OC(=O)c1cn(-c2ccccc2)nc1-c1ccco1
  GBA enhancer: -16.3

The listing continues.
nr	molecule	GBA enhancer
31	COC(=O)Cn1c2c(c3cc(C)ccc31)CCCC2	22.9
32	Cc1nnc(Nc2ccc(C(=O)NCCO)cc2)c2ccccc12	-10.1
33	COc1ccccc1OCC(=O)NCC1CCCCC1	-9.0
34	CCC(=O)c1cc2c(C)cc(=O)oc2c(C)c1O	-21.3
35	Cc1ccc2nc(NC(=O)CN(C)S(=O)(=O)c3cccc4nsnc34)sc2c1	-17.3
36	CC(=O)c1oc2ccccc2c1N	-22.7
37	CCOC(=O)N1CCN(S(=O)(=O)c2ccc(F)c(C(=O)Nc3cc(C)cc(C)c3)c2)CC1	-5.5
38	CCOC(=O)c1ccc(-n2c(=S)sc3c(=O)[nH]c(C)nc32)cc1	1.2
39	CNC(=O)CN(C#N)c1nc(N(C)C)nc(N(C)C)n1	4.2
40	Cc1cc2c(c(=O)n1C1CC1)C(c1cccc(Cl)c1)C(C#N)=C(N)O2 (stereo unspecified)	-15.9
41	CC(OC(=O)c1cccc(NS(C)(=O)=O)c1)C(=O)Nc1ccc(N2CCOCC2)cc1 (stereo unspecified)	-13.4
42	O=C(CSc1ncnc2nc[nH]c12)N1CCN(c2ccccc2)CC1	-47.1
43	CCCOn1c(OCC(C)C)nc2ccccc2c1=O	-10.2
44	CC1CCCCN1CCNC(=O)c1ccc2c(=O)n(CCc3ccccc3)c(=O)[nH]c2c1 (stereo unspecified)	-48.3
45	Cc1ccc(-c2nnc3c4ccccc4c(C)nn23)cc1S(=O)(=O)N1CCN(CCO)CC1	-21.8
46	Cc1c(-c2ccccc2)nc(N)c(C#N)c1-c1ccco1	-5.2
47	Cn1c(=O)cc(OCC(=O)NCCCN2CCN(c3ccccc3F)CC2)c2ccccc21	-14.8
48	O=C(CCc1nc2ccccc2c(=O)[nH]1)NC1CCN(Cc2ccccc2)CC1	20.1
49	CC(=O)N1CCc2[nH]c3ccccc3c2C1	-9.8

From PubChem

A portion of the library; count on the stated rates, not on these rows.
